# Tau fibril FP: inhibitors of human tau fibril formation; P10636; K18 P301L tau heparin fibrillization, Alexa594 FP, 6 h; 0.39% of 280,000 active; Potency, µM (series often up to 57.7 µM), for the others: at the highest dose activity, negative = inhibition, usual class: inhibitors; further: on the % scale 0 is the no-effect control and ±100 the full control effect; nearly all actives have a fitted effect of over 55% in size
# Target sequence (P10636 561-689 P618L limits assumed): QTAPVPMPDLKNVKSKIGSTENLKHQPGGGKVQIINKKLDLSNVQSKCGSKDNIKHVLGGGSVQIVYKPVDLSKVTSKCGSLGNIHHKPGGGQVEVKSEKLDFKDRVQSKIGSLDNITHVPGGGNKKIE
#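 Compound effects on tau fibrillization are measured by Alexa 594 fluorescence polarization (ex 555, em 632 nm). K18 P301L tau is used at 15 uM with 0.24 uM labeled tracer, and 20 uM heparin induces aggregation over 6 hr at 37 C.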
# TRb SRC2 PPI: inhibitors of human thyroid hormone receptor beta-SRC2 interaction | P10828 | TRbeta-SRC2 peptide binding, fluorescence polarization; receptor liganded with 1 µM T3 | Potency, µM (doses to about 106 µM), for inactives: top-dose activity change, negative = inhibition, most hits filed as inhibitors | 0.065% of 280,000 active | AID 1469;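 further: plate controls were bound peptide for no effect and peptide without receptor for full effect; nearly all actives have a fitted effect of over 50% in size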
#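 Binding of a 20-amino-acid Texas Red SRC2 peptide (20 nM) to TRb ligand-binding domain (0.6 uM) with agonist T3 at 1 uM was followed by fluorescence polarization after a 5 hr room-temperature incubation.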
# RECQ1 inh: RECQ1 (human) helicase inhibition; RECQ1 DNA unwinding, red fluorescence kinetic read; Potency, µM (titrated, usually from 57.3 µM), for inactives: at the top dose activity, negative = inhibition, hits mostly inhibitors; 0.54% of 240,000 active; AID 2549;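 further: plate controls were vehicle for no effect and no enzyme for full effect; nearly all actives have a fitted effect of over 30% in size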
#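 50 nM RECQ1T1 preincubated 15 min with compound in Tris pH 8.0 buffer with MgCl2, DTT, Tween-20 and 2.5 ug/ml poly(dI-dC); started with 200 nM TAMRA/BHQ-2 forked duplex and 2 mM ATP. Unwinding read as fluorescence (525/598 nm), two reads 2 h apart.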
# L3MBTL1 block: blocks human L3MBTL1; 0.66% of 230,000 active; Q9Y468; Potency, µM (highest dose often 57.1 µM), inactives show at the highest dose activity, negative = inhibition, actives largely listed as inhibitors; AlphaScreen L3MBTL1–H3K9me1 peptide binding; further: on the % scale 0 is the no-effect control and ±100 the full control effect; nearly all actives have a fitted effect of over 60% in size
# Target sequence (Q9Y468 whole entry, looked up): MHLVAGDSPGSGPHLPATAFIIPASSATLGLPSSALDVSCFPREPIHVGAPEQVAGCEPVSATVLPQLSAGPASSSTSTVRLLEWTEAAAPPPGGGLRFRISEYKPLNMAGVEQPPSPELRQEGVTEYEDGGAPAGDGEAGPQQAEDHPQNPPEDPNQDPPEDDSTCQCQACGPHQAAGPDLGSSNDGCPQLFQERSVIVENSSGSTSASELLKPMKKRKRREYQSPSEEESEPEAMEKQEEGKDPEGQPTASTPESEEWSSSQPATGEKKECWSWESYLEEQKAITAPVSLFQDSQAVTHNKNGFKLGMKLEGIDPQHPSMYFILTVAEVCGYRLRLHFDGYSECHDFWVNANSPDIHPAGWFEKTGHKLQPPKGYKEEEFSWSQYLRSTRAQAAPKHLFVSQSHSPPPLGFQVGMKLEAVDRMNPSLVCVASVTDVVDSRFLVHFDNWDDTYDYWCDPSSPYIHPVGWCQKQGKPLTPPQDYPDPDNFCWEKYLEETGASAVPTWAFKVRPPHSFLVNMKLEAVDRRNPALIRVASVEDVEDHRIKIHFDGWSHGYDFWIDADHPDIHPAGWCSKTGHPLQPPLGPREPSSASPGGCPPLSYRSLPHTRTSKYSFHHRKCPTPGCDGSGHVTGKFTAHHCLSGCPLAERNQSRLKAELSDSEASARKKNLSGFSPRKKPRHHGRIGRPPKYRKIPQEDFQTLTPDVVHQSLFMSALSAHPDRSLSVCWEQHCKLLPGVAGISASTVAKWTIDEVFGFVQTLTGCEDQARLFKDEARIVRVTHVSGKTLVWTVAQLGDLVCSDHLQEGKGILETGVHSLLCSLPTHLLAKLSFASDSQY
#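 L3MBTL1 50 nM + b-AHA-H3(1-15)K9me1 75 nM, 30 min RT; compound added, 30 min RT; streptavidin donor/Ni-chelate acceptor beads 10 ug/mL each final, 30 min RT dark; AlphaScreen read.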
# TR SRC2 fluor cs: alters Texas Red total fluorescence, flagging assay interference; 0.29% of 280,000 active; TRb/SRC2 Texas Red total fluorescence interference; Potency, µM (series often up to 106 µM), inactives show at the highest dose fluorescence change, negative = quenching; AID 1479; active means well fitted curve in either direction with a large enough effect; inconclusive means small, poorly fitted or top-dose-only effect; further: on the % scale 0 is the no-effect control and ±100 the full control effect
#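 Flags fluorescent or light-absorbing compounds by total fluorescence, S + 2P, at 555 nm excitation and 632 nm emission. Mixture: 20 nM Texas Red SRC2 peptide, 0.6 uM human TRb LBD, 1 uM T3, 5% DMSO; compound exposure 5 h at ambient temperature.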
# Tau fluor cs: counter-screen for tau fibril formation inhibitors; tau K18 P301L Alexa594 fluorescence, heparin fibrillization; Potency, µM (series often up to 57.7 µM), for inactives: at the highest dose activity change, negative = decrease; 0.93% of 280,000 active; AID 1463; further: on the % scale 0 is the no-effect control and ±100 the full control effect; nearly all actives have a fitted effect of over 55% in size
#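 Human K18 P301L tau (15 uM unlabeled plus 0.24 uM Alexa 594-labeled, final) in 100 mM sodium acetate pH 7 was mixed with compound and 20 uM heparin and incubated 6 hr at 37 C.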
# Tau fibril ThT: inhibitors of human tau fibril formation, thioflavin T binding; Potency, µM (doses to about 57.4 µM), without a hit: top-dose activity, negative = inhibition, usual class: inhibitors; 2.1% of 270,000 active; P10636; recombinant tau K18 P301L (four-repeat tau fragment), heparin-induced fibrillization, ThT fluorescence; AID 1460; further: on the % scale 0 is the no-effect control and ±100 the full control effect; nearly all actives have a fitted effect of over 55% in size
#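 Aggregation was driven by heparin (20 uM final) acting on recombinant tau […] bearing P301L in 100 mM sodium acetate pH 7; fibrils were detected with Thioflavin T.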
# HTT ATP protect: protects HTT-Q103 PC12 cells, measured by ATP. PC12 HTT-Q103 induced, cytoprotection, ATP luminescence, 40 h. 0.14% of 230,000 active. AID 1471. Potency, µM (highest dose often 56.4 µM), for the others: cytoprotection (ATP increase), actives largely listed as activators;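 further: % of control where 0% means no effect; nearly all actives have a fitted effect of over 45% in size; toxic huntingtin expression switched on by the ecdysone agonist tebufenozide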
#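 PC12 cells stably carrying ecdysone-inducible Htt exon 1 (Q103)–GFP were induced with 100 nM tebufenozide (final) alongside library compounds in a dose series. Cytoprotection was scored as retained ATP by ATPlite luminescence.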
# Numbers without * were called inactive; i = inactive; ? = inconclusive; . = not tested or not shown; [ ] = remark or other dose. Unless noted, the call rests on the fitted dose curve; in most records, active means well fitted curve in the direction sought with a large enough effect; inconclusive means small, poorly fitted or top-dose-only effect, or another doubt; inactive means no such curve, though single readings can be large; an effect the other way counts as inactive or inconclusive. Potency means the concentration at half of the fitted maximal effect. Only part of the results is shown; the hit share may differ from the screen's.
1) CCC1Sc2ccccc2N(CC(=O)NC2CCCCC2)C1=O (centres undefined)
2) COc1ccc(OC)c(Nc2nc(N)nc(-c3cc4ccccc4o3)n2)c1
3) COc1ccc(NC(=S)N2CCc3cc(OC)c(OC)cc3C2)cc1
4) COc1ccc(-n2c(C)cc(C=O)c2C)cc1Cl
5) CCOC(=O)N1CCN(C(=O)c2ccc3c(=O)n(CCc4ccccc4)c(=S)[nH]c3c2)CC1
6) CCOc1ccc(CNC(=O)C2CCCN(c3nc4c(C)cc(C)cc4s3)C2)cc1 (centres undefined)
7) COc1ccccc1CNC(=O)c1ccc2c(c1)CCN2S(=O)(=O)c1ccc(Cl)cc1
8) CCOC(=O)C(Sc1nnc2c3ccccc3n(CC)c2n1)C(=O)OCC

Compound,1,2,3,4,5,6,7,8
RECQ1 inh,i,1%,-8%,-11%,-4%,.,.,-4%
TR SRC2 fluor cs,1%,-5%,-3%,2%,-2%,1%,-1%,-3%
Tau fluor cs,1%,?,-17%,-6%,-4%,-19%,-11%,-3%
L3MBTL1 block,.,-2%,4%,-17%,1%,.,.,6%
HTT ATP protect,-20%,-4%,14%[10 µM],-22%,-37%,.,.,17%[10 µM]
TRb SRC2 PPI,-1%,-10%,5%,0%,-1%,-2%,1%,-11%
Tau fibril ThT,0%,?,-10%,-13%,-3%,-8%,13%,?
Tau fibril FP,9%,-13%,-1%,1%,-3%,4%,-6%,-4%

9) CCOc1ccc(/C=C2\C(=O)c3ccccc3OC2c2ccccc2)cc1 (centres undefined)
10) Cc1ccccc1NC(=O)c1cnc(Nc2nc3ccccc3s2)nc1C
11) COc1ccc(Cl)cc1NC(=O)NCCN1CCNC1=O
12) CC(=O)C1C(c2ccc(Br)cc2)c2c(noc2C)CC1(C)O (centres undefined)
13) O=c1[nH]cc(NCCNc2ncc(C(F)(F)F)cc2Cl)c(=O)[nH]1
14) CCC(=O)CC(NC(=O)OC)c1ccccc1 (centres undefined)
15) COc1ccccc1NC(=O)c1nnn(Cc2ccccc2)c1NC(=O)C(F)(F)F
16) CC(c1ccccc1)N1CC(C(=O)NC2CCCC2)CC1=O (centres undefined)

Compound,9,10,11,12,13,14,15,16
RECQ1 inh,2%,3%,7%,-1%,-4%,9%[11.5 µM],-6%,i
TR SRC2 fluor cs,0%,-4%,2%,-2%,-2%,-1%[11.2 µM],2%,-4%
Tau fluor cs,0%,-8%,-21%,-1%,-3%,-5%[11.6 µM],-16%,-2%
L3MBTL1 block,4%,-4%,-14%,-12%,-3%,.,-1%,2%
HTT ATP protect,-26%,15%,3%[10 µM],5%[10 µM],-20%,9%[10 µM],-15%,-10%
TRb SRC2 PPI,2%,-5%,4%,9%,-5%,3%[11.2 µM],0%,-11%
Tau fibril ThT,-7%,-13%,-10%,1%,-3%,-6%[11.5 µM],-7%,-9%
Tau fibril FP,-2%,-8%,-9%,-7%,3%,-10%[11.6 µM],1%,-2%

17) O=C(COc1ccccc1Cc1ccccc1)NCCCN1CCOCC1
18) Cc1cnc(C(=O)OCC(=O)NC(C)C)cn1
19) Cc1cc(C)c(C#N)c(SCC(=O)c2cc(C)n(CCc3ccccc3)c2C)n1
20) Cc1ccc(Nc2nnc(SCC(=O)Nc3cc(C(=O)O)ccc3C)s2)c(C)c1
21) O=c1c2ccccc2nc(-c2cccs2)n1-c1ccc2ccccc2c1
22) Fc1ccccc1COc1ccc(Br)cc1CNCc1ccncc1
23) Cc1cccc(C2c3[nH]c4ccccc4c3CCN2C(=O)c2cc(CC(C)C)[nH]c(=O)n2)n1 (centres undefined)
24) Cc1cc(C)nc(SCCCn2c(=O)[nH]c3ccccc32)n1

Compound,17,18,19,20,21,22,23,24
RECQ1 inh,i,-10%,-12%,i,1%,i,-6%,-1%
TR SRC2 fluor cs,2%,1%,12%,4%,-1%,-3%,0%,0%
Tau fluor cs,0%,-3%,-8%,0%,-15%,-3%,-18%,-1%
L3MBTL1 block,.,6%,26%,6%,2%,.,-15%,-1%
HTT ATP protect,-6%[10 µM],11%,-14%,-3%[10 µM],42%[10 µM],-42%[inhibitor],-5%[10 µM],-6%
TRb SRC2 PPI,8%,-3%,-4%,3%,-1%,-13%,2%,0%
Tau fibril ThT,1%,5%,0%,-1%,-11%,-8%,?,-7%
Tau fibril FP,5%,8%,9%,0%,-12%,12%,-10%,0%

25) CCCN(CCC)C(=O)Cn1c(=O)n(Cc2ccc(C(=O)NCCc3ccc(OC)c(OC)c3)cc2)c(=O)c2ccccc21
26) O=C(COC(=O)/C=C/c1ccco1)NCc1ccc2c(c1)OCO2
27) COc1cc(OC)c(NC(=O)Cn2c(=O)c(C(F)(F)F)nc3ccccc32)cc1Cl
28) NNC(=O)c1cncn1-c1ccc(F)cc1
29) COc1ccc(NC(C)=O)cc1S(=O)(=O)NC(Cc1ccccc1)C(=O)O (centres undefined)
30) COc1ccc(CCNC(=O)CCn2c(=O)c3ccccc3n(CC(=O)Nc3ccccc3F)c2=O)cc1OC
31) Cc1c(NS(=O)(=O)c2ccc(Cl)cc2)c(=O)n(-c2ccccc2)n1C
32) CCn1nnnc1SCC(=O)N1c2ccccc2CCc2ccccc21

Compound,25,26,27,28,29,30,31,32
RECQ1 inh,.,1.1µM*,.,i,-5%,.,.,-5%
TR SRC2 fluor cs,1%,1%,-3%,-3%,0%,?,-1%,-5%
Tau fluor cs,-6%,-8%,0%,3%,15%,-7%,-13%,-7%
L3MBTL1 block,.,-4%,.,-1%,.,.,.,3%
HTT ATP protect,.,-18%,.,0%[10 µM],1%[10 µM],.,.,5%[10 µM]
TRb SRC2 PPI,-6%,2%,3%,4%,-3%,3%,-2%,-11%
Tau fibril ThT,-10%,-7%,-2%,-1%,.,-4%,-12%,-10%
Tau fibril FP,10%,4%,-16%,-4%,-2%,-9%,-6%,3%

33) CCc1c(C)c(C#N)c2nc3ccccc3n2c1NCc1ccco1
34) O=C(N/N=C/c1cn(-c2ccccc2)nc1-c1ccc2c(c1)OCCO2)c1ccncc1
35) Cc1ccc(S(=O)(=O)NC(CC(C)C)C(=O)NCc2ccco2)cc1 (centres undefined)
36) COc1ccc(-c2cn(-c3ccc(C)cc3)c(=O)n2CC(=O)Nc2cccc(F)c2)cc1
37) COc1cccc2sc(N(Cc3cccnc3)C(=O)Cc3ccccc3)nc12
38) Cc1ccc(C(=O)Nc2nnc(C)s2)o1
39) CN(C)CCCN=Cc1c(-c2ccccc2)[nH]n(-c2nc3ccccc3s2)c1=O
40) O=C(c1cccc(S(=O)(=O)N2CCCC2)c1)N1CCN(c2ccccc2)CC1

Compound,33,34,35,36,37,38,39,40
RECQ1 inh,i,-14%,-1%,-15%,.,-1%,17%,2%
TR SRC2 fluor cs,1%,-2%,-3%,2%,-1%,-1%,-3%,0%
Tau fluor cs,-19%,-15%,-8%,?,-15%,-2%,8%[2.34 µM],-6%
L3MBTL1 block,.,.,.,.,.,.,8%,2%
HTT ATP protect,18%,-30%[inhibitor],-15%,-6%,.,-17%,2%[10 µM],-17%[0.074 µM]
TRb SRC2 PPI,-1%,-3%,-2%,1%,1%,-6%,-3%,-3%
Tau fibril ThT,-7%,4%,-4%,-18%,-8%,-4%,7%,-10%
Tau fibril FP,-5%,-15%,0%,11%,1%,-4%,-5%,1%

# 5 of these compounds in another layout:
no.	SMILES	RECQ1 inh	TR SRC2 fluor cs	Tau fluor cs	L3MBTL1 block	HTT ATP protect	TRb SRC2 PPI	Tau fibril ThT	Tau fibril FP
35	Cc1ccc(S(=O)(=O)NC(CC(C)C)C(=O)NCc2ccco2)cc1 (centres undefined)	-1%	-3%	-8%	.	-15%	-2%	-4%	0%
36	COc1ccc(-c2cn(-c3ccc(C)cc3)c(=O)n2CC(=O)Nc2cccc(F)c2)cc1	-15%	2%	?	.	-6%	1%	-18%	11%
37	COc1cccc2sc(N(Cc3cccnc3)C(=O)Cc3ccccc3)nc12	.	-1%	-15%	.	.	1%	-8%	1%
38	Cc1ccc(C(=O)Nc2nnc(C)s2)o1	-1%	-1%	-2%	.	-17%	-6%	-4%	-4%
39	CN(C)CCCN=Cc1c(-c2ccccc2)[nH]n(-c2nc3ccccc3s2)c1=O	17%	-3%	8%[2.34 µM]	8%	2%[10 µM]	-3%	7%	-5%

# (list continues)
41) CCCc1nc(N)nc2c1C(=O)CC(C)(C)C2
42) CC(=O)c1c(C)[nH]c(C(=O)OCc2c(F)cccc2Cl)c1C
43) CCOC(=O)CSc1nc2ccc(NC(=O)c3ccc(F)cc3)cc2s1
44) CCOCC(=O)N1CCN(c2ccc(F)cc2)CC1
45) CCOc1ccccc1C1C(C#N)=C(N)SC(N)=C1C#N
46) O=C(COc1cccc(NC(=O)c2cccs2)c1)c1ccc(F)cc1
47) CCOCCOC(=O)COC(=O)c1ccccc1NC(=O)c1ccccc1
48) Cc1ccc(S(=O)(=O)NNC(=S)Nc2cccc(C)c2C)cc1
49) COc1cccc(/C=N/NC(=O)c2ccccc2NC(=O)c2ccco2)c1OC
50) C=CCOC(=O)C1=C[C@H](c2cn(C(C)=O)c3ccccc23)[C@@H](CCCO)[C@H](OCC)O1

Compound,41,42,43,44,45,46,47,48,49,50
RECQ1 inh,i,i,.,-13%,i,i,-8%,25%,-5%,-23%
TR SRC2 fluor cs,0%,-5%,-25%,-4%,5%,-5%,-2%,-1%,-5%,-4%
Tau fluor cs,10%,-7%,-13%,-1%,-17%,?,16%,-9%,?,-12%
L3MBTL1 block,-2%,.,.,-7%,-3%,7%,23%,-18%,-7%,7%
HTT ATP protect,-3%,-25%,.,0%[0.074 µM],-3%[10 µM],-1%[10 µM],-16%[10 µM],32%[10 µM],16%[10 µM],21%[10 µM]
TRb SRC2 PPI,3%,1%,7%,-10%,3%,-2%,0%,3%,-2%,-6%
Tau fibril ThT,5%,7%,-2%,-12%,?,?,13%,-15%,-14%,-13%
Tau fibril FP,4%,-12%,-16%,-4%,-5%,?,6%,6%,?,-7%
